# Source: PubChem BioAssay
# GalR3 antagonist = GalR3 antagonists in HEK293 cells, primary screen, cell-based, fluorescence readout. Galanin receptor type 3 (Homo sapiens), O60755. HEK293 GalR3-CNG cAMP membrane potential fluorescence; galR3 body fused to GalR1 C-terminus. inhibition, % at 3 µM. 360,000 compounds, 0.44% hits;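 active = inhibition above the screen-wide average plus 3 SD, cut at about 13% in these data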;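 also: forskolin and galanin both at EC90 stimulate the cells; cAMP rise reported by CNG channel membrane potential dye signal; 0% = forskolin plus galanin with DMSO and 100% = forskolin alone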
# Target sequence (O60755 1-299 limits assumed): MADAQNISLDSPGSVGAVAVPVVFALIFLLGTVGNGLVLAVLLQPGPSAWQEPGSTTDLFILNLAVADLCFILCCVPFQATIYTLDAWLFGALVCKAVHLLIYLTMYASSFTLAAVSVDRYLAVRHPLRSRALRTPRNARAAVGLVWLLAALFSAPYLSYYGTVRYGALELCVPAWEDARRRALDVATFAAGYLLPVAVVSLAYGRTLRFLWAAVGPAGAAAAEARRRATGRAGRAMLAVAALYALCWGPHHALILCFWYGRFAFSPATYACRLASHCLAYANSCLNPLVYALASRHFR
# CRFR2-BP ag = agonists of CRF-BP/CRF-R2 complex, primary screen, cell-based, HEK293, calcium dye fluorescence, uHTS | CRF-binding protein / CRF receptor 2 complex (human) | calcium dye fluorescence (FLIPR); percent of saturating CRF peptide response | activation, % at 13.2 µM | 350,000 compounds, 0.46% hits;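 active = activation of at least 50%, plus an integration ratio under a set limit after plate pattern correction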;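 also: plate controls were neutral control wells without compound for no effect and CRF at EC100 for full effect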
# IDE inh = human IDE inhibitors in live cells, primary screen, fluorescence polarization, HEK cells, FAbetaB substrate. Insulin-degrading enzyme (Homo sapiens), P14735. FAbetaB cleavage. inhibition, % at 5.59 µM. 320,000 compounds, 0.41% hits. AID 434962, 2010;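 active = percent inhibition above the average of all tested compounds plus 3 SD, set per screening campaign, cut at about 16% in these data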;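 also: IDE supplied by intact live HEK cells; FP after avidin binding of uncleaved biotin substrate so inhibition keeps polarization high; 0% = DMSO wells and 100% = 60 µM reference IDE inhibitor Ii1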
# IDE cell activ = human IDE activators in live cells, primary screen, fluorescence polarization, HEK cells, FAbeta-B substrate; Insulin-degrading enzyme (Homo sapiens), P14735; FAbeta-B cleavage; 0% vehicle, 100% cell-free pure enzyme wells; activation, % at 5.96 µM; 340,000 compounds, 0.073% hits; AID 493087, 2011;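 active = activation above the mean of all tested compounds plus 3 SD, set per screening campaign, cut at about 17% in these data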
# PHOSPHO1 inh = PubChem AID 1565. recombinant PHOSPHO1, absorbance phosphatase assay. Phosphoethanolamine/phosphocholine phosphatase (Homo sapiens), Q8TCT1. 290,000 compounds, 1.1% hits. inhibition, % at 13.3 µM; in the data active = inhibition above about 60%
# CRFBP-R2 block = antagonists of CRF-BP/CRF-R2 complex, primary screen, cell-based, HEK293, calcium dye fluorescence, uHTS | CRF-induced calcium fluorescence | inhibition, % at 11.8 µM | 350,000 compounds, 0.59% hits;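 active = inhibition of the ligand-induced calcium signal above about 50% at the single tested concentration, limit read from the data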
# pCIP destab = p/CIP-EGFP fusion destabilizers, primary screen, fluorescence, F442A cells | Q05BA5 | 16 h | decrease of EGFP signal, % at 10 µM | 290,000 compounds, 0.01% hits;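 active = EGFP signal decrease of at least 30% at 10 µM or well 3 SD below plate mean, unless failing retest; inactive = the rest, including hits failing retest or dose response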; also: some compounds called inactive have numbers as strong as hits; many of its hits are not listed in these tables
# MEKK3 PB1 HTS = modulators of MEKK3-MEK5 PB1 binding, primary screen, biochemical, wildtype MEKK3, multiplex bead flow cytometry, Alexa488-MEK5. Mitogen-activated protein kinase kinase kinase 3 (Homo sapiens), Q99759. bead-based flow cytometry, Alexa488-MEK5 binding to MEKK3; actives lie on both sides; 0 = blocked by unlabeled MEK5, 100 = vehicle. binding response (% of control), % at 10 µM. 290,000 compounds, 1.4% hits. AID 1529, 2009;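 active = binding response more than 3 SD above or below the average of its plate-row segment, actives on both sides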;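 also: Alexa488 bead fluorescence after subtracting the streptavidin-only scavenger bead signal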
# Target sequence (Q99759 whole entry, looked up): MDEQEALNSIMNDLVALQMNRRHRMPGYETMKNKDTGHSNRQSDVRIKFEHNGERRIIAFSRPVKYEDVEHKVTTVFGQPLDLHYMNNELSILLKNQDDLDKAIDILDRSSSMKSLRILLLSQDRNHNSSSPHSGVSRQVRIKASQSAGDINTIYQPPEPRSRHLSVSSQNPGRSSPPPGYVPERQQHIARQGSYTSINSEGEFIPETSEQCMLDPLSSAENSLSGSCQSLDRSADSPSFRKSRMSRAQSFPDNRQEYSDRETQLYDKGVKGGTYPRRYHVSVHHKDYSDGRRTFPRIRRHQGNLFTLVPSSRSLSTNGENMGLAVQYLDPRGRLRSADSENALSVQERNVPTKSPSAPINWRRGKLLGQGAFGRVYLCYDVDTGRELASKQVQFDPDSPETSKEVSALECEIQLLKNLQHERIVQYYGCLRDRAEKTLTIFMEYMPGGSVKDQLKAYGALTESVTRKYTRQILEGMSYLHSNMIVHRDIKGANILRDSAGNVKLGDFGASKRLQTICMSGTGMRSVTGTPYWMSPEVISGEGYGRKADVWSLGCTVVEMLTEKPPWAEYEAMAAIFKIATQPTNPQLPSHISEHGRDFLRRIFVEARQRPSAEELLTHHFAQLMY
# CHRM4 PAM = human M4 muscarinic receptor positive allosteric modulators, primary screen, CHO-K1 cells, Fluo-8 calcium fluorescence. AID 624126, 2012. 360,000 compounds, 0.4% hits. Muscarinic acetylcholine receptor M4 (Homo sapiens), P08173. activation, % at 3 µM. CHO-K1 hM4/Gqi5, ACh EC20; 0% = ACh EC20, 100% = maximal ACh;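 active = activation above its plate's cutoff, the mean activation of sample wells plus 3 SD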; also: some results filed as inactive read as strong as hits
# * = called active by the depositor; nt = not tested or not shown; [ ] = dose if it differs, or a comment.
SMILES,GalR3 antagonist,CRFR2-BP ag,IDE inh,IDE cell activ,PHOSPHO1 inh,CRFBP-R2 block,pCIP destab,MEKK3 PB1 HTS,CHRM4 PAM
Cc1nc(C)c(C(=O)NNC(=O)Nc2ccc(Cl)cc2)s1,-4,3.3,-3,nt,32,15,-3,102,6
CC(=O)c1cc2c(cc1NC(=O)CN1CCCCCCC1)OCO2,0,-2.0,-9,2,4,-10,-5,99,1
CC1CCN(S(=O)(=O)c2cccc(C(=O)NCc3cccs3)c2)CC1,-3,1.7,3,2,-14,-5,9,104,-1
CC(=O)N1CCN(c2ccc(S(C)(=O)=O)cc2[N+](=O)[O-])CC1,1,0.4,1,5,-55,2,8,122,1
CC(=O)N1CCOc2ccc(S(=O)(=O)N3CCC(C(=O)Nc4ccc(C)cc4C)CC3)cc21,-1,-2.4,11,-4,2,-1,-6,107,9
Cc1ccc(-c2csc(Cc3nc(-c4ccc5c(c4)CCC(=O)N5)cs3)n2)cc1,-8,0.2,-1,-9,8,-11,-8,101,3
COc1ccccc1NC(=O)Cc1noc(CSc2nnc(C(F)(F)F)n2C)n1,3,-0.4,1,4,24,9,-2,112,2
CCC1(C)Cc2c(sc3[nH]c(=O)[nH]c(=O)c23)CS1 (stereo unspecified),0,13,1,-4,17,20,-8,103,1
NC(=O)CC(NC(=O)Cc1ccc(Br)cc1)c1ccc(NCC2CC2)c([N+](=O)[O-])c1 (stereo unspecified),-5,7.2,3,-2,20,19,6,98,2
CCOC(=O)c1ccccc1NC(=S)N1CC(C)CC(C)C1 (stereo unspecified),-4,1.2,4,5,5,-8,0,105,6
Cc1ccc(C(=O)Nc2cc3c(cc2N2CCCCC2)n(C)c(=O)n3C)cc1,nt,0.1,2,3,27,-5,-7,105,2
CC(C)N1C(=O)C2C(C(=O)NCc3ccccc3)C3C=CC2(O3)C1C(=O)NC(C)(C)C (stereo unspecified),-4,0.6,2,3,-6,16,0,98,4
CCOC(=O)CN1C(=O)N[C@H](c2ccc(Br)cc2)C(C(C)=O)=C1C,5,0.9,2,-4,-6,18,-5,92,13
Cc1c(Cl)cccc1NC(=O)CC(Cc1ccccc1)C(=O)O (stereo unspecified),-10,2.1,2,-5,35,-3,-19,103,7
CC(C)Oc1ccc(C(=O)Nc2nnc(C3=COCCO3)o2)cc1,-4,-1.8,-5,0,nt,-3,nt,nt,4
C=CC[C@H](CC(=O)OC(C)(C)C)C(=O)OC[C@H]1CCCN1C(=O)[C@H](CC=C)CC(=O)N(CCO)Cc1ccccc1,-4,-1.7,6,3,nt,3,nt,nt,3
Cc1ccccc1-c1nc(CN2CCC(C(=O)NCCCN3CC(C)CC(C)C3)CC2)c(C)o1 (stereo unspecified),-3,2.8,-2,0,18,11,-9,107,8
Cc1cc(NC(=O)CON=C(N)CC(=O)Nc2ccccc2Cl)ccc1Br,-4,-1.0,nt,3,nt,-11,nt,nt,8
CCN(CC(=O)NC(=O)NC1CCCCC1)Cc1nc2ccccc2c(=O)[nH]1,0,2.2,3,6,12,-27,3,99,2
COc1ccc(-c2cn3cc([N+](=O)[O-])ccc3n2)cc1OC,-5,-0.2,2,4,20,2,-1,75*[inhibitor],-4
Nc1c(Cl)cc(C2=NCCn3c2c2ccccc2[n+]3[O-])cc1Cl,-2,0.0,2,0,nt,8,nt,nt,4
Cc1ccc(Nc2nc(N)nc(CSc3nccn3C)n2)c(C)c1,4,1.8,-2,6,-2,-19,6,100,0
COc1ccccc1NS(=O)(=O)c1ccc2oc(SC(C)C(=O)N3CCNC3=O)nc2c1 (stereo unspecified),-2,-1.0,0,5,nt,-7,nt,nt,-13
COc1cccc(-c2cc(C(=O)NCC3CCCO3)on2)c1 (stereo unspecified),0,-1.1,-2,9,44,9,-6,104,-2
Cc1cc2c(cc1S(=O)(=O)N(C)Cc1ccccc1)n(C)c(=O)c(=O)n2C,2,-3.0,-2,-4,54,-2,-11,98,-1
COCCn1c(C)cc(C(=O)CSc2n[nH]c(N)n2)c1C,-1,0.9,-4,5,-25,5,-14,102,-4
NC(=O)c1c(NC(=O)C2c3ccccc3Oc3ccccc32)sc2c1CCCCC2,1,2.7,5,-6,2,-2,-1,106,-13
O=S(=O)(Nc1ccc(N2CCCCC2)cc1)c1ccccc1,-8,-0.1,1,2,7,-17,-15,96,2
Cc1cccc(NC(=O)C2CC(=O)n3ncnc3N2)c1 (stereo unspecified),-7,-1.9,5,nt,37,11,-1,99,-3
CCn1c(=N)c(S(=O)(=O)c2ccc(C)cc2)cc2c(=O)n3ccccc3nc21,1,nt,3,nt,-19,nt,-2,97,nt
Cc1ccc(OCC(=O)N(C)CC(=O)Nc2ccc(N3CCOCC3)cc2)cc1,-6,-0.1,-5,-1,nt,1,nt,nt,16
CCCNS(=O)(=O)c1ccc(OCC(=O)NCc2ccc3c(c2)OCO3)cc1,2,0.2,2,9,-1,-23,-9,100,-1
CCC1CCCCN1C(=O)COc1ccc(F)cc1 (stereo unspecified),0,-1.0,3,0,20,14,-14,101,-2
N#CCSc1nnc(-c2ccccc2)c(-c2ccccc2)n1,-6,11,3,-2,13,-5,5,102,13
Cc1ccnc(N/C=C/C(=O)c2ccc(Br)cc2)c1,-10,1.7,nt,-1,27,-7,-4,103,-8
C=CCN=C1SC(CC)C(=O)N1S(=O)(=O)c1ccc(C)cc1 (stereo unspecified),4,-0.8,2,4,20,1,-8,98,-3
CC(=O)c1ccc(S(=O)(=O)N2CCC(c3nc4ccccc4[nH]3)CC2)cc1,-2,-0.9,1,0,6,-10,-12,103,-3
CC1CC(C)CN(C(=O)COC(=O)c2nccnc2N)C1 (stereo unspecified),-1,-0.7,-2,3,nt,-5,nt,nt,1
O=C(Oc1ccccc1)c1ccc2nsnc2c1,-1,0.0,-3,7,3,-2,-5,105,13
Cc1ccc(C)c(S(=O)(=O)N(C)C2(C)CCS(=O)(=O)C2)c1 (stereo unspecified),-6,1.9,-2,1,nt,-7,nt,nt,5
COc1cc2[nH]c(=O)n(CCCCCC(=O)NCCc3c[nH]c4ccccc34)c(=O)c2cc1OC,-2,0.5,-2,4,13,-12,3,99,-3
Cc1cc(C)n(CCCNC(=O)CCNS(=O)(=O)c2ccccc2C(F)(F)F)n1,1,-0.1,-1,9,3,-2,-2,103,0
CCCCC(=O)Nc1nc(C)c(-c2csc(Nc3cc(OC)ccc3OC)n2)s1,-5,1.6,1,7,70*,-16,10,100,-8
NNC(=O)CS(=O)(=O)CS(=O)(=O)CC(=O)NN,-5,-0.4,7,-3,29,-11,-3,nt,-17
Cc1ccc(S(=O)(=O)N2CCCC2C(=O)n2nc(C)cc2C)cc1 (stereo unspecified),3,-3.3,-3,-4,9,5,-10,nt,6
COc1ccccc1C1CC(c2cccs2)=Nc2ccccc2S1 (stereo unspecified),-3,4.4,3,3,94*,1,13,109,5
CCc1ccc(-n2c(SCC(=O)N3Cc4ccccc4CC3C(=O)O)nnc2-c2ccncc2)cc1 (stereo unspecified),-6,0.1,4,-1,12,4,-3,99,-4
CNS(=O)(=O)c1ccc2c(c1)oc(=O)c1cc(S(=O)(=O)NC)ccc12,-2,1.2,0,6,-32,-21,1,101,-5
O=C1Nc2ccccc2N(O)N1c1ccc(S(=O)(=O)N2CCCCCC2)cc1,0,1.0,5,3,-10,-1,-1,97,0
CCOC(=O)c1cnc(-c2ccccc2)nc1C(F)(F)F,-2,-0.7,-1,1,36,-19,7,104,3
CN(CC1CCCN(CCc2cccc(C(F)(F)F)c2)C1)C(=O)c1ccco1 (stereo unspecified),-4,-0.9,-1,6,23,-7,-20,97,-9
Cc1cccc(C(C)C)c1NC(=O)COC(=O)Cc1ccsc1,-5,-0.1,-4,3,-4,-9,-18,99,0
Nc1nc(NCc2ccco2)nc(N2CCCCCC2)c1[N+](=O)[O-],-8,0.1,2,-2,-7,-82,-4,116,4
CCOC(=O)c1c(C)cccc1OCC(N)=O,-1,0.9,0,3,-10,-5,4,102,7
CCOc1ccc(Nc2ncnc3c2cnn3Cc2ccccc2)cc1,-4,-3.0,1,2,23,11,-1,105,3
COCc1c(C(=O)NCCc2ccc(OC(F)F)cc2)oc2ccccc12,-6,-3.1,-3,-5,nt,17,nt,nt,-7
CC(=O)NC(Cc1c[nH]c2ccccc12)C(=O)N1CCc2ccccc2C1 (stereo unspecified),1,-1.0,-2,-1,7,-15,-10,99,3
Cc1ccccc1NC(=O)/C=C/c1ccc([N+](=O)[O-])s1,nt,-0.6,0,2,-6,-45,-38,96,4
CC(C)c1ccc(C(=O)Nc2ccc(S(=O)(=O)NC3=NCCCCC3)cc2)cc1,-7,-1.2,nt,nt,nt,-2,nt,nt,0
O=C(Cn1c(=O)oc2cc(S(=O)(=O)N3CCCC3)ccc21)N1CCN(c2ccccc2)CC1,2,6.9,-2,7,5,-12,-9,102,14

# In a second layout: results already given
compound | GalR3 antagonist | CRFR2-BP ag | IDE inh | IDE cell activ | PHOSPHO1 inh | CRFBP-R2 block | pCIP destab | MEKK3 PB1 HTS | CHRM4 PAM
CCOC(=O)c1cnc(-c2ccccc2)nc1C(F)(F)F | -2 | -0.7 | -1 | 1 | 36 | -19 | 7 | 104 | 3
COc1ccccc1C1CC(c2cccs2)=Nc2ccccc2S1 (stereo unspecified) | -3 | 4.4 | 3 | 3 | 94* | 1 | 13 | 109 | 5

# Going on with the list:
SMILES,GalR3 antagonist,CRFR2-BP ag,IDE inh,IDE cell activ,PHOSPHO1 inh,CRFBP-R2 block,pCIP destab,MEKK3 PB1 HTS,CHRM4 PAM
CC(C)(C)NC(=O)c1ccc(COc2ccccc2Br)o1,-1,-0.8,5,4,19,-8,-10,101,-3
O=C(O)c1ccccc1OCc1ccccc1Br,-1,5.0,4,2,-45,32,1,97,3
CCOc1ccccc1-c1nc2c(s1)CCc1onc(-c3ccc(OC)cc3)c1-2,1,1.9,10,1,nt,-1,nt,101,9
Cc1ccc(N(CC(=O)Nc2ccccc2-c2ccccc2)S(=O)(=O)c2ccccc2)cc1,-3,4.2,8,-3,42,-7,-6,103,-4
C=CCN1C(=O)c2cccc3c(N4CCCCC4)ccc(c23)C1=O,-4,256*,22*,-74,-10,-344,-405,88,-4
COc1ccccc1N1CCN(C(=S)NC(=O)/C=C/c2ccccc2)CC1,-6,-3.4,4,9,40,8,-14,107,-3
C=CCSc1nc2sc3c(c2c(=O)n1CC)CCC3,-2,-0.5,1,-3,29,-9,0,105,3
Cc1ccc(Nc2nc(N)nc(CSc3nccn3C)n2)cc1,-2,-0.7,6,3,9,-9,1,96,-2
COc1ccc(C(C(=O)NC2CCCC2)N(CCN2CCOCC2)C(=O)c2ccc(OC)c(OC)c2)cc1 (stereo unspecified),-2,-0.9,-4,6,3,30,-1,95,5
CCOc1ccc(C(=O)NC2CCN(S(C)(=O)=O)CC2)cc1,0,0.5,2,2,-25,-11,1,101,-3
Nc1nc2nc(-c3ccc(Cl)cc3)cc(C(F)(F)F)n2n1,nt,-3.1,3,3,5,-45,0,99,5
Cc1ccc(NC(=O)COC(=O)c2ccccc2F)cc1S(=O)(=O)N1CCCCC1,-5,2.6,nt,8,nt,-5,nt,nt,-9
Cc1ccc(-c2cc(C(=O)NCc3cnn(C)c3)c3cc(Br)ccc3n2)cc1,-11,1.2,2,0,-29,-7,13,94,-5
